Compound activity deposited in PubChem BioAssay by several laboratories.
MEKK2wt PB1 HTS: raises or lowers MEK5 binding to wildtype human MEKK2 PB1 domain. bead flow cytometry, Alexa488-MEK5 binding to MEKK2 WT; actives lie on both sides. binding response (% of control), % at 10 µM. actives 1.1% (n = 290,000); in the data active = binding response below about 67% or above about 130%
NALP1 yeast inh: NALP1 inhibition | actives 0.61% (n = 280,000) | inhibition, % at 10 µM | AID 2071 | S. cerevisiae NALP1/ASC/caspase-1 growth, X-gal OD620, 72 h; in the data active = inhibition mostly above about 24%, no sharp cut-off; inactive = mostly below about 32%; also: some compounds called inactive have numbers as strong as hits
VIM-2 inhibitor: inhibitors of Pseudomonas aeruginosa VIM-2 metallo-beta-lactamase | purified VIM-2, nitrocefin hydrolysis, epi-absorbance fluorescence | inhibition, % at 5.6 µM | actives 0.89% (n = 290,000) | AID 1527;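 active = inhibition above the mean of all tested compounds plus 3 SD, cutoff set per screening run, cut at about 7.5% in these data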;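 also: red hydrolysis product quenches plate fluorescence so inhibitors raise well fluorescence; 0% = enzyme with DMSO and 100% = DMSO without enzyme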
M18AAP inhibitor: blocks P. falciparum M18 aspartyl aminopeptidase; recombinant PfM18AAP, H-Glu-NHMec fluorogenic cleavage; inhibition, % at 7.35 µM; actives 1.2% (n = 290,000); AID 1822;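 active = inhibition above the campaign mean inhibition over all tested compounds plus 3 SD, cut at about 28% in these data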;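 also: 0% = plate median of test compound wells and 100% = 2 mM ZnCl2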
IMP-1 inh: blocks Pseudomonas aeruginosa IMP-1 metallo-beta-lactamase. purified IMP-1, nitrocefin hydrolysis, epi-absorbance fluorescence. inhibition, % at 5.6 µM. actives 0.45% (n = 290,000). AID 1556;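 active = inhibition above the mean plus 3 SD of all compounds in the same screening run, cut at about 4.5% in these data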;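 also: 0% = IMP-1 with DMSO and 100% = DMSO wells lacking enzyme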
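system = purified recombinant IMP-1 beta-lactamase | amount = 0.2 nM IMP-1, as dispensed | medium = HEPES buffer pH 7.1 with ZnSO4 and Brij 35 | times = 25 °C, 15 min preincubation, 25 min reaction | detection = plate fluorescence quenching by hydrolysis product, ex 480/em 530 nm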
FID counter: displaces DNA intercalator in HCV helicase counter-screen. DNA fluorescent intercalator displacement, fluorescence. inhibition, % at 7.9 µM. actives 0.17% (n = 290,000). AID 1845; in the data active = inhibition above about 37%;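 also: 0% = vehicle and 100% = reference compound; higher means more ethidium bromide displaced from hairpin DNA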
MEKK2 mut-MEK5: signal of MEK5 binding to mutant human MEKK2 PB1 domain; bead flow cytometry, Alexa488-MEK5 binding to MEKK2 mutant; actives 0.35% (n = 290,000); percent response, % at 10 µM; in the data active = percent response above about 24%, passing the limit was not always enough; also: inactives centre near 1; some results filed as inactive read as strong as hits
UBC9 SUMO inh: blocks human SUMOylation mediated by UBC9 | P63279 | HTRF SUMOylation assay, SAE1/SAE2 + UBC9, in vitro | inhibition, % at 35 µM | actives 0.36% (n = 290,000); in the data active = inhibition above about 50%, passing the limit was not always enough; also: strong numbers were not always called active
Target sequence (P63279 whole entry, looked up): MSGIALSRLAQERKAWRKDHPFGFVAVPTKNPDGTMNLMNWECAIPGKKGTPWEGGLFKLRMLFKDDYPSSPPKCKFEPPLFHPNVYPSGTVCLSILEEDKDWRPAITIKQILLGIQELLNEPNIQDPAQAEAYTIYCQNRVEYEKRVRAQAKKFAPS
NS3 helicase inh: blocks Hepatitis C virus NS3 helicase unwinding | NS3 helicase DNA unwinding, Cy5 molecular beacon fluorescence | inhibition, % at 10.9 µM | actives 0.56% (n = 290,000) | AID 1800;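 active = inhibition above the mean of all tested compounds plus 3 SD, set per campaign, cut at about 35% in these data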;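 also: 0% = DMSO wells and 100% = thioflavine S control wells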
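Measured by: Cy5 fluorescence, 0 and 60 min reads / Assay system: NS3 helicase fragment of HCV / Control set: low DMSO, high thioflavine S at 110 µM / Times: 1 h reaction at 25 °C, ATP-initiated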
The depositor's hits bear a star; . = no result given; & = joins results of further samples.

SMILES	MEKK2wt PB1 HTS	NALP1 yeast inh	VIM-2 inhibitor	M18AAP inhibitor	IMP-1 inh	FID counter	MEKK2 mut-MEK5	UBC9 SUMO inh	NS3 helicase inh
Clc1ccc2noc(-c3ccccc3)c2c1	94	11	2.4	6	-3.9	-10	-2	19	17
O=C1NC(Nc2nccs2)(C(F)(F)F)C(=O)N1CCc1ccccc1 (stereo not drawn)	101	6	-3.2	-8	-3.3	0	3	1	5
O=C(CCNC(=O)c1ccccc1Cl)Nc1cc(C(F)(F)F)ccc1N1CCCC1	102	3	-1.8	-1	-0.8	-24	3	2	-19
Cc1cccc2cc(CN(CCCO)C(=O)Nc3ccccc3Cl)c(=O)[nH]c12	106	14	-2.0	-9	0.6	-22	11	23	-1
Cc1cc(N2CCCC2)ccc1/C=C1/C(=O)N(C)C(=S)N1C	67	-12	-2.2	2	1.0	3	-18	12	-9
COc1ccc(C2(CNC(=O)c3ccc(C)cc3)CCOCC2)cc1	103	13	-1.8	4	-3.3	-14	1	16	2
O=c1c2ccccc2sn1-c1cc(S(=O)(=O)N2CCOCC2)ccc1N1CCCC1	75	-8	-3.7	41*	-6.1	-10	-10	-2	-4
COc1ccc(S(=O)(=O)N2Cc3ccccc3CC2C(=O)Nc2nccs2)cc1 (stereo not drawn)	98	-2	-4.5	2	-3.0	-18	0	-26	-7
CN(C)C(=O)c1snnc1-c1ccccc1	103	11	-2.5	0	-3.9	-1	11	19	0
CC(C)COC(=O)c1cccc2c1-c1ccccc1/C2=N\O	100	4	-0.5	9	-3.7	2	-1	-10	-3
COc1ccc(-n2c(C)nc3cc(C(=O)N4CCOCC4)ccc32)cc1	103	-2	-2.1	2	-3.9	-24	5	11	8
Cc1cc(NC(=O)CSc2nccn2-c2ccc(F)cc2)no1	104	2	-1.4	5	-3.6	-3	15	3	3
O=C(Cn1nc(C(=O)O)c2ccccc2c1=O)Nc1ccc(Br)cc1	94	22	1.2	-7	1.5	-1	-8	9	5
COc1ccc(-n2nnnc2SCC(=O)NCc2ccco2)cc1OC	101	9	-2.3	14	-4.7	-2	5	8	7
O=C(COc1ccccc1)Nc1nnc(-c2ccc(Cl)s2)o1	108	2	-2.7	-14	-0.4	-13	4	21	3
COc1ccc(/C=C2/CCOC2=O)cc1	115	37	-1.9	3	-3.5	1	6	-8	4
CC(C)c1cccc(C(C)C)c1NC(=O)c1ccccc1	94	14	0.1	-6	-0.1	-6	-3	-16	10
O=C(NC1CCS(=O)(=O)C1)c1cccnc1 (stereo not drawn)	94	-13	-1.8	5	-3.0	5	-5	25	-2
O=C(c1cccnc1)N(c1cc2sc(=O)oc2c2ccccc12)S(=O)(=O)c1ccccc1	92	22	-1.7	-1	-3.0	-2	-3	-15	24
CNCCCOc1cccc(Oc2ccccc2)c1	121	13	-2.3	-5	-2.8	26	6	5	-28
O=S(=O)(N1CCOCC1)N1CCN(c2ccc(F)cc2)CC1	100	2	-1.3	5	-2.9	-3	0	9	6
CC(NC(=S)Nc1ccccc1C(F)(F)F)C1CC2CCC1C2 (stereo not drawn)	101	13	-3.9	7	-3.4	-18	1	14	8
Cc1cccn2c(=O)c(C=O)c(N3CCC4(CC3)OCCO4)nc12	88	6	-1.4	-1	-2.2	-12	-5	3	-7
COc1ccc(C(=O)/C=C/Nc2c(C)n(C)n(-c3ccccc3)c2=O)c(OC)c1	93	0	-4.0	2	-4.9	-8	-1	18	-7
COc1ccc(CCNCC(=O)Nc2ccccc2C(F)(F)F)cc1	107	22	-1.6	-8	-2.9	-1	4	2	0
COc1ccc(N2CCN(C(CNC(=O)C(=O)NCc3ccncc3)c3ccco3)CC2)cc1 (stereo not drawn)	75	-9	-3.4	0	-1.3	-14	-23	17	6
CCOc1ccc2[nH]c(=O)c(CN(CCO)C(=O)c3ccc(OC)c(OC)c3)cc2c1	108	-11	-1.3	-1	0.2	-22	6	14	8
O=C(Nc1nc(-c2ccc(Cl)cc2)cs1)C1CCCO1 (stereo not drawn)	88	12	-2.4	0	-4.1	1	-2	-8	-6
O=C1NCCN(C(=O)CCc2nnc(-c3ccsc3)o2)C1c1ccc(F)cc1 (stereo not drawn)	101	2	-0.7	-7	-1.6	-7	2	24	-1
COC(=O)C1CN(C(=O)COc2ccc(Cl)cc2C)c2ccccc2O1 (stereo not drawn)	102	28	-1.3	-4	-2.9	-30	2	5	2
CC(C)CC(=O)NC(NC(=O)CC(C)C)c1cccc([N+](=O)[O-])c1	110	2	-1.6	3	-3.1	1	5	-8	0
COc1ccc(-c2c(C(C)=O)c(C)nc3sc4c(=O)[nH]nnc4c23)cc1	91	34	-4.6	-15	-2.8	-15	-2	11	2
Cc1ccc(CN2[C@@H]3c4ccccc4C[C@@H]3OCCS2(=O)=O)cc1	103	12	-1.4	8	0.2	-28	-5	2	1
Cc1ccccc1CSCC(=O)NC(=O)NCc1ccco1	93	-10	-4.7	6	-2.5	-8	1	7	17
COc1ccc(/C=C2/C(=O)C(C)(C(C)C)CCC2C)cc1 (stereo not drawn)	103	-5	0.3	1	-1.8	-17	0	-17	4
COc1cccc(CNC(=O)CCn2c(=O)oc3ccccc32)c1	102	12	-3.9	-8	-6.4	-2	1	-12	-1
O=C(NC1CCCCC1)N1CCCc2ccccc21	105	-2	2.0	-11	1.7	-13	6	-7	-1
COc1cc(NC(=O)Nc2c(C)n(C)n(-c3ccccc3)c2=O)cc(OC)c1OC	104	5	-2.2	0	-3.4	-7	5	-1	9
CC(C)COc1ccc(-c2nnc(-c3ccncc3)o2)cc1	88	9	-0.2	-3	-2.7	-6	-6	-1	2
Oc1ccc(Br)cc1CNc1cccc2cccnc12	101	13	0.9	46*	0.8	-1	2	76	17
Cn1c(O)c(C=Nc2ccc(Br)cc2)sc1=O	100	10	2.7	-6	-1.1	-4	-5	15	-8
CC(C)C12CN3CC(C(C)C)(CN(C1)C3c1ccco1)C2=O (stereo not drawn)	102	-9	-1.9	0	-2.8	-5	0	-2	5
Cc1cc(C)n2nc(-c3ccccc3)c(-c3ccccc3)c2n1	105	1	-1.7	-6	-2.9	-20	15	10	3
COC(=O)C(C)N1CCC(=O)c2ccccc2S1(=O)=O (stereo not drawn)	96	4	.	.	.	.	6	-15	.
O=C(O)c1ccc2c(c1)S(=O)(=O)c1ccccc1C2=O	99	18	-1.0	-1	-1.9	3	-3	-2	15
COC(=O)C1=C(C)NC(=O)NC1c1ccc(-c2ccc(F)cc2)o1 (stereo not drawn)	.	-4	-2.1	-11	-2.5	-13	.	-5	22
O=C(O)Cn1c2c(c3ccccc31)CCCC2	100	16	-1.4	-1	-1.6	-1	4	34	11
CN(C)S(=O)(=O)Nc1cccc(Br)c1	103&98	-9&-7	0.6&-1.1	-6&2	0.5&-4.1	-3&-1	4&9	19&-2	5&6
CC(C)(C)c1nnc(NC(=O)CCS(=O)(=O)c2ccccc2)s1	100	-6	5.5	-2	-0.9	-16	3	24	-11
O=C(NCCCCNC(=O)c1ccc(Br)s1)c1ccc(Br)s1	99	-6	-2.0	4	-1.5	-3	2	-34	-3

New compounds follow.
SMILES	MEKK2wt PB1 HTS	NALP1 yeast inh	VIM-2 inhibitor	M18AAP inhibitor	IMP-1 inh	FID counter	MEKK2 mut-MEK5	UBC9 SUMO inh	NS3 helicase inh
O=c1[nH]c2ccc([N+](=O)[O-])cc2nc1/C=C(\O)c1ccccc1	83	.	-1.1	-2	-1.4	3	-5	36	-5
Cn1c(-c2sc3cc(C(F)(F)F)cnc3c2-c2cccs2)n[nH]c1=S	92	-1	-2.2	-8	-2.7	-10	-7	25	8
CCN(CC)S(=O)(=O)c1cccc(N=NC2=C(O)CCCC2=O)c1	97	.	-1.5	6	-4.0	-13	-2	13	11
O=C(/C=C/c1ccco1)N1CCN(C/C=C/c2ccccc2)CC1	87	17	-0.2	-4	0.6	-15	6	19	-3
COc1ccc(NC2=NCCCCC2)cc1	102	24	0.1	-21	-1.9	0	0	10	9
O=C(Cn1cc(C(F)(F)F)ccc1=O)NCCc1ccc(Cl)cc1Cl	107	14	-1.4	-3	-0.2	-7	6	6	9
CC(=O)N1CCc2c(sc(NC(=O)Cc3ccccc3)c2C(N)=O)C1	95	22	-1.6	4	0.7	-11	0	9	6
COc1ccc(CNC(=O)c2ccc3c(=O)n(CCCN4CCCC4=O)c(=S)[nH]c3c2)cc1	109	8	-1.1	2	-1.5	-8	10	19	15
NC(N)=Nc1nc(-c2ccccc2)c2cc(F)ccc2n1	122	6	2.0	-1	-3.9	29	20	6	-9
Clc1ccc2nc(C3CCN(Cc4ccccc4)CC3)[nH]c2c1	113	3	-1.5	-1	-1.3	9	7	0	-8
O=C(CSc1nccn1Cc1ccco1)Nc1ccccc1	103	15	-2.1	-5	-2.2	-8	7	17	-3
N[C@@H](Cc1c[nH]c2ccccc12)C(=O)O	100	5	.	.	.	.	4	3	.
COc1cc(/C=C2\SC(N3CCC(C)CC3)=NC2=O)ccc1O	107	-3	-0.4	7	-1.8	-30	12	10	8
CCCCN(CCCC)Cc1ccc(N)cc1	104	11	-3.8	1	-2.7	-6	-5	10	2
COc1cc(/C=C2\CC(C(C)(C)C)C/C(=C\c3cc(OC)c(OC)c(OC)c3)C2=O)cc(OC)c1OC (stereo not drawn)	98	32	-1.7	-3	-2.2	-41	0	7	9
CC(C)Oc1cccc(C(=O)C2CCCN(C(=O)c3ccoc3)C2)c1 (stereo not drawn)	101	3	-6.2	1	-3.1	-4	-9	1	-2
COc1ccc(CCn2c(=N)c(C(=O)NCC3CCCO3)cc3c(=O)n4ccccc4nc32)cc1 (stereo not drawn)	106	5	5.3	-7	-0.6	15	2	18	1
Cc1cc(Sc2nc(N(C)C)nc(N(C)C)n2)nc(Cl)n1	121	3	-2.6	1	-4.6	-4	5	0	3
COc1ccc(N(CC(=O)Nc2cc(OC)ccc2OC)S(=O)(=O)c2c(C)nn(C)c2C)cc1	.	-6	-3.8	5	-3.0	-35	.	10	-18
COC(=O)C1=CN(c2ccc(Cl)cc2)C=C(C(=O)OC)C1c1ccc([N+](=O)[O-])cc1	97	17	-3.0	3	-2.8	-23	-2	-16	-7
CCN(CC)S(=O)(=O)c1ccc(N2CCOCC2)c(NC(=O)COc2ccc(C#N)cc2)c1	103	-10	-3.5	6	-4.3	-33	15	-2	19

Some of the entries so far, with each value named:
SMILES: COc1ccc(CCn2c(=N)c(C(=O)NCC3CCCO3)cc3c(=O)n4ccccc4nc32)cc1 (stereo not drawn)
  MEKK2wt PB1 HTS: 106
  NALP1 yeast inh: 5
  VIM-2 inhibitor: 5.3
  M18AAP inhibitor: -7
  IMP-1 inh: -0.6
  FID counter: 15
  MEKK2 mut-MEK5: 2
  UBC9 SUMO inh: 18
  NS3 helicase inh: 1

SMILES: COc1cc(/C=C2\CC(C(C)(C)C)C/C(=C\c3cc(OC)c(OC)c(OC)c3)C2=O)cc(OC)c1OC (stereo not drawn)
  MEKK2wt PB1 HTS: 98
  NALP1 yeast inh: 32
  VIM-2 inhibitor: -1.7
  M18AAP inhibitor: -3
  IMP-1 inh: -2.2
  FID counter: -41
  MEKK2 mut-MEK5: 0
  UBC9 SUMO inh: 7
  NS3 helicase inh: 9

SMILES: CCCCN(CCCC)Cc1ccc(N)cc1
  MEKK2wt PB1 HTS: 104
  NALP1 yeast inh: 11
  VIM-2 inhibitor: -3.8
  M18AAP inhibitor: 1
  IMP-1 inh: -2.7
  FID counter: -6
  MEKK2 mut-MEK5: -5
  UBC9 SUMO inh: 10
  NS3 helicase inh: 2
